Source: PubChem
PvdQ inh: P. aeruginosa PvdQ acylase inhibitors, primary screen, biochemical, fluorescence, plate reader and imaging, single point; purified PvdQ acylase; AID 488965, 2010; inhibition, % at 10 µM; 0.063% of 340,000 active; in the data active means inhibition above about 30%, passing the limit was not always enough;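 further: 0% = vehicle neutral wells and 100% = reference inhibitor wells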
RTF Ca sens act: cardiac RTF calcium sensitivity activators, primary screen, biochemical, IANBD-TnC fluorescence, EC20 calcium | Troponin I, cardiac muscle (Homo sapiens) + Troponin T, cardiac muscle (Homo sapiens) + … | IANBD-labeled TnC RTF fluorescence at EC20 calcium; 0% EC20 calcium, 100% full calcium | activation, % at 7.2 µM | 0.24% of 340,000 active | AID 493008, 2010;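 active means activation above the mean over all tested compounds plus 3 SD, cut at about 30% in these data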;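 further: rise in fluorescence read as greater calcium sensitivity of cardiac thin filaments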
CDK5 inh: inhibitors of human CDK5/p35 kinase, primary screen, biochemical, single concentration. AID 488839, 2010. inhibition, % at 10 µM. 0.01% of 330,000 active. Recombinant CDK5/p35, ADP-Glo luminescence, 60 min. Cyclin-dependent kinase 5 (Homo sapiens) + Cyclin-dependent kinase 5 activator 1 (Homo …;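 active means highest replicate inhibition of at least 50% and at least 75% of replicates reaching 50%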;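 further: plate controls were DMSO neutral control for no effect and GW8510 at 10 µM for full effect; many of its hits are not listed in these tables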
Target sequence (Q00535 whole entry, looked up): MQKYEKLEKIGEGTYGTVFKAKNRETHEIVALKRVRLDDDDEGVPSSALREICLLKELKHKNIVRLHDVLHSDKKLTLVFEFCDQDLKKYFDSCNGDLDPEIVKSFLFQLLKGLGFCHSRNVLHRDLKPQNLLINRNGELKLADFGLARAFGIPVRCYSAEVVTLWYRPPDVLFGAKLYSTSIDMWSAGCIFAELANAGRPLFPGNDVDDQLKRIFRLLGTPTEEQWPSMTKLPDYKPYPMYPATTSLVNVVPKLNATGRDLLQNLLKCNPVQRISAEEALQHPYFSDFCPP
Target sequence (Q15078 whole entry, looked up): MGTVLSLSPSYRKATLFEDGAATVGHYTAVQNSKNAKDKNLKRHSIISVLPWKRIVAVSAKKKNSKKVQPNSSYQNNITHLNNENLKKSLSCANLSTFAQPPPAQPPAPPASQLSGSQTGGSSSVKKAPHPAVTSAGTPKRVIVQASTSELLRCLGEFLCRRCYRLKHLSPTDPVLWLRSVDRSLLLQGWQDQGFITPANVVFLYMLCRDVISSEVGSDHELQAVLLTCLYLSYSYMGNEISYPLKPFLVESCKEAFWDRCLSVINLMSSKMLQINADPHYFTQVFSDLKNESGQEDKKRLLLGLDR
C-LANA FP: inhibitors of KSHV C-LANA binding to DNA, primary screen, biochemical, fluorescence polarization, FAM-LBS DNA, MBP-C-LANA, single point; Kaposi's sarcoma herpesvirus LANA C-terminal domain (residues 932-1162) DNA binding; inhibition, % at 9 µM; 0.078% of 340,000 active;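 active means highest replicate inhibition at or above 60% at 9 µM, even if other replicates fall short; inactive means all replicates below 60% inhibition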;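 further: 0% = neutral control wells and 100% = 4 µM acridine orange control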
Cardiac RTF inh: cardiac RTF calcium sensitivity inhibitors, primary screen, biochemical, IANBD-TnC fluorescence, EC70 calcium | Troponin I, cardiac muscle (Homo sapiens) + Troponin T, cardiac muscle (Homo sapiens) + … | IANBD-labeled cardiac RTF, Ca2+ fluorescence | inhibition, % at 7.15 µM | 0.12% of 340,000 active;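 active means inhibition above the mean inhibition of all tested compounds plus 3 SD, cut at about 17% in these data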;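 further: assay run at fixed EC70 calcium of 1.6 mM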
dFosB act: activators of delta FosB homodimer, primary screen, biochemical, fluorescence polarization, TAMRA-CDK5 oligo, single point | purified delta FosB; percent of positive-control signal above neutral wells | activation, % at 25 µM | 0.99% of 340,000 active;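 active means mean activation above about 17%, with every replicate also reaching it, limit read from the data, passing the limit was not always enough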;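 further: fluorescence polarization rise as delta FosB binds a TAMRA Cdk5 AP-1 oligo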
Target sequence (P13346 whole entry, looked up): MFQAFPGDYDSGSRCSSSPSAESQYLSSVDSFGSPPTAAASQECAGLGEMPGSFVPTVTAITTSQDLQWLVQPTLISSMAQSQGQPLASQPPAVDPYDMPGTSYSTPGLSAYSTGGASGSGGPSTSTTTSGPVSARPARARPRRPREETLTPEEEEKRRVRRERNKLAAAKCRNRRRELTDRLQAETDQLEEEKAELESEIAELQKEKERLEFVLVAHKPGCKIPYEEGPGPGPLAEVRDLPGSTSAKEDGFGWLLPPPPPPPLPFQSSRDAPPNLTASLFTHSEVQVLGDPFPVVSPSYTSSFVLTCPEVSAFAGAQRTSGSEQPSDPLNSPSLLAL
NSD2 HMT inh: NSD2 histone methyltransferase inhibitors, primary screen, biochemical, AlphaScreen, single concentration, set 2; Histone-lysine N-methyltransferase NSD2 (Homo sapiens), O96028; NSD2 peptide methylation, 120 min; inhibition, % at 12.5 µM; 0.54% of 310,000 active; in the data active means inhibition above about 50%
Keap1-Nrf2 PPI: Keap1-Nrf2 protein-protein interaction inhibitors, primary screen, biochemical, fluorescence polarization, single point; Kelch-like ECH-associated protein 1 (Homo sapiens), Q14145; 0.15% of 340,000 active; AID 504523, 2011; Keap1 Kelch-Nrf2 peptide fluorescence polarization, 1536-well; inhibition, % at 9.4 µM; in the data active means inhibition above about 12%;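 further: human Keap1 Kelch domain with fluorescein labeled Nrf2 9mer peptide probe; 0% = neutral control wells and 100% = peptide positive control; higher means more block of Keap1 binding to Nrf2 peptide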
SUMO Mot1 rescue: yeast Mot1-301 growth rescue at high temperature, primary screen, SUMOylation pathway inhibitor project, S. cerevisiae, ATP luminescence, 38.5C; S. cerevisiae Mot1-301 growth rescue; percent above DMSO median, 100 means doubled; growth rescue, % at 18.8 µM; 1% of 320,000 active; AID 2716, 2010;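 active means every valid replicate shows activation above 250% relative to neutral control wells; inactive means the rest, any valid replicate at or below 250%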;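 further: OY570 slx delta 5 strain wells were the positive control but not used for scaling; some compounds called inactive have numbers as strong as hits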
Rtt109 Vps75: inhibitors of C. albicans Rtt109/Vps75 HAT, primary screen, biochemical, ThioGlo CoA-SH fluorescence, plate reader; inhibition, % at 34.9 µM; purified Rtt109/Vps75, 4 h; 0.16% of 330,000 active; Histone acetyltransferase RTT109 (Candida albicans (strain SC5314 / ATCC MYA-2876)), …; AID 540336, 2011;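 active means inhibition of at least 50% in every replicate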
PfHsp90 set2: growth inhibition of PfHsp90-expressing yeast, primary screen, antimalarial PfHsp90 inhibitor project, S. cerevisiae, BacTiter-Glo luminescence, single point, set 2. inhibition, % at 9.4 µM. 0.32% of 310,000 active. BacTiter-Glo ATP, 48 h; yeast lacking PDR1 and PDR3 efflux regulators;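 active means every replicate shows inhibition above about 80%, whatever the replicate mean, limit read from the data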;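 further: 0% = DMSO neutral controls and 100% = 20 µM radicicol positive controls; yeast relying on Plasmodium falciparum Hsp90 in place of its own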
* hit, by the source's call; x = no result given.

SMILES | PvdQ inh | RTF Ca sens act | CDK5 inh | C-LANA FP | Cardiac RTF inh | dFosB act | NSD2 HMT inh | Keap1-Nrf2 PPI | SUMO Mot1 rescue | Rtt109 Vps75 | PfHsp90 set2
COc1ccc(C2C3=C(CCCC3=O)N(CC(=O)O)C3=C2C(=O)CCC3)cc1 | 0 | -4 | 1.3 | 3.0 | 0 | -3 | -2 | -6 | 8 | 1 | -10
COc1ccc(N2C(=O)CC(NNc3ncc(Cl)cc3Cl)C2=O)cc1 (centres undefined) | 2 | -2 | -0.7 | 0.3 | -5 | 4 | -7 | -3 | x | -1 | 8
O=C(Cn1c(=O)oc2ccccc21)N1CCCC1 | 7 | 0 | 0.7 | 2.3 | -3 | 0 | -4 | -6 | -24 | 3 | 5
Cc1c(Cl)c(C(F)(F)F)nn1CC(=O)NCc1ccccc1 | 12 | -3 | -1.4 | -1.2 | -8 | -5 | -1 | -2 | 121 | -2 | 14
O=c1cc(N2CCC3(CC2)OCCO3)[nH]c(=O)n1-c1ccc(Br)cc1 | -12 | 1 | -4.0 | 0.2 | -2 | 0 | 1 | -2 | x | -1 | -24
CN(/N=C/c1ccccc1O)C(=S)c1ccccc1 | -13 | 2 | -0.5 | -1.6 | -10 | -11 | 4 | -3 | -15 | 2 | 1
CC1CCc2nc3ccc(S(=O)(=O)N4CCC(C(=O)NC(C)c5ccccc5)CC4)cc3c(C(=O)O)c2C1 (centres undefined) | -6 | 6 | -0.7 | 0.3 | -5 | -10 | 6 | -1 | 15 | 3 | -7
CN(C)C(=S)SCC(=O)Nc1cccc(C(F)(F)F)c1 | -11 | 0 | 0.0 | 0.2 | -6 | -3 | -5 | 3 | 22 | -2 | 21
CCC12CC3CC(C1)CC(C(=O)NNC(N)=O)(C3)C2 | -14 | 6 | -0.8 | -1.8 | -12 | -1 | -2 | -5 | -5 | -23 | 1
Cc1cccnc1N(C(=O)Nc1cccc(Cl)c1)C1=NCC(C)(C)S1 | -17 | -3 | -0.3 | -0.1 | -7 | -2 | -1 | -7 | 9 | -6 | 36
O=C1NC(=O)/C(=C\c2ccc(Cl)cc2Cl)N1 | 3 | 2 | 0.4 | 3.6 | 1 | -4 | 0 | 1 | x | -3 | -23
O=C(CSc1ccccn1)Nc1ccc(N2CCOCC2)cc1 | -13 | -1 | 0.0 | -1.6 | -2 | -2 | 9 | 1 | 3 | 5 | 2
COc1ccc(C2C(C#N)=C(N)N(c3ncn[nH]3)C3=C2C(=O)CCC3)cc1 (centres undefined) | -9 | 7 | -1.7 | -1.3 | 5 | -3 | -1 | 0 | 48 | -2 | 13
Cc1cc(=O)[nH]c(SCC(=O)Nc2cccc(C(F)(F)F)c2)n1 | -11 | 3 | 1.4 | -4.2 | 0 | 2 | 18 | -3 | 18 | -28 | -9
CCN(CC)CCn1c2ccccc2c2nc(C)sc21 | 1 | -3 | -2.1 | -0.1 | -24 | 9 | 41 | -5 | 456 | 1 | -20
C=CCOc1ccc(/C=N/NC(=O)CN2CCOCC2)cc1OCC | -9 | x | -1.2 | 1.0 | x | -1 | 0 | -4 | 24 | -7 | -33
Cc1cc(C)nc(/N=C(\N)Nc2cccc(OCc3ccccc3)c2)n1 | -5 | -8 | -5.1 | -1.9 | 5 | 4 | 6 | -7 | 5 | -8 | -1
Cc1ccc(C(=O)NCC(c2ccco2)N2CCc3ccccc3C2)cc1 (centres undefined) | -11 | -7 | -0.9 | 0.2 | -13 | 5 | 3 | -5 | 6 | -4 | x
O=c1ccn(Cc2ccccc2)c(SCc2ccccc2)n1 | -10 | -2 | 0.5 | 1.2 | -4 | 0 | -1 | 0 | x | 9 | -13
Cc1ccc(S(=O)(=O)NC(=O)NCc2ccccn2)cc1 | 9 | 2 | 9.0 | -3.0 | -7 | -8 | -2 | 4 | 0 | 17 | x
C=C1CCC[C@]2(C)C[C@H]3OC(=O)C(CNCC(C)C)[C@H]3CC12 (some centres undefined) | -5 | 0 | -0.4 | -1.4 | 3 | 4 | 5 | -5 | 57 | 0 | 25
O=C(Cn1c(NCCO)nc2ccccc21)NCCc1ccc(F)cc1 | 4 | -4 | 1.0 | -1.6 | 1 | -5 | 47 | -1 | 3 | 0 | 0
CCOC1=C(C#N)CC2(CC1)c1ccccc1-c1ccccc12 | -15 | 0 | 1.0 | -0.2 | 4 | -9 | 2 | -1 | x | -3 | x
Cc1cc(C)n(Cc2ccc(C(=O)N/N=C/c3ccc(-c4ccc([N+](=O)[O-])cc4)o3)o2)n1 | 8 | -25 | 2.0 | 1.7 | 29* | 4 | x | 4 | -2 | 6 | x
FC(F)(F)c1cccnc1Oc1ccc(C2=NCCS2)cc1 | -12 | 0 | 0.0 | 0.3 | -2 | -11 | -5 | -1 | 5 | 5 | -10
COc1ccccc1NC(=O)c1ccc(C)c(S(=O)(=O)N2CCCCC2)c1 | -9 | 3 | -1.8 | 0.7 | -3 | -18 | -2 | -3 | 1 | 13 | 1
O=C(CSc1nnc(CNC(=O)c2cccc(C(F)(F)F)c2)o1)NCC1CCCO1 (centres undefined) | -17 | 4 | 0.6 | 0.6 | 2 | -12 | -9 | -3 | -11 | -13 | 12
O=C(N/N=C/c1cn[nH]c1-c1ccc(Cl)cc1)c1ccc([N+](=O)[O-])cc1 | -9 | -4 | -1.1 | -0.3 | -2 | -5 | 15 | -7 | -10 | 1 | -61
Cc1ccccc1NC(=O)COC(=O)c1ccc(S(=O)(=O)N2CCCC2)cc1 | -16 | -1 | -2.1 | -0.3 | 6 | 4 | -2 | -3 | 6 | -3 | -36
CC(C)N(C(=S)Nc1cccc(S(=O)(=O)N(C)C)c1)c1ccccc1 | 14 | -3 | 0.7 | 3.6 | 2 | -5 | -2 | -3 | 454* | 7 | -22
Cc1nn(-c2ccccc2)c2nc3c(cc12)C(=O)CCC3 | 17 | 1 | 0.3 | 0.4 | 0 | -23 | -3 | -2 | 122 | 10 | -30
CCCCOc1ccc(-c2nc(-c3cccnc3)no2)cc1 | -7 | -4 | 0.2 | -0.6 | 3 | -5 | 0 | 2 | -28 | 3 | 37
O=S(=O)(Cc1nnnn1-c1ccccc1)c1ccc(Cl)cc1 | -12 | 1 | 0.6 | 0.4 | -2 | -8 | -2 | -1 | -2 | -5 | 27
CSc1nc(C=Nc2ccccc2Cl)c(O)n1Cc1cccc(Cl)c1 | 4 | 6 | 0.9 | -2.0 | -11 | 3 | 0 | 4 | -1 | 11 | -27
O=C(C1CCOCC1)N1CCCC(N2CCN(c3ccc(F)cc3)CC2)C1 (centres undefined) | 5 | 1 | 1.5 | -0.1 | -2 | 0 | -3 | -6 | -30 | 6 | -2
O=S(=O)(NCC1COc2ccccc2O1)c1ccccc1F (centres undefined) | -3 | -2 | -2.1 | -1.5 | -11 | -3 | -2 | -6 | -4 | -2 | 32
CN1CCN(C(=O)C2=C[C@@H](c3ccc(Br)cc3)C[C@@H](OCc3ccc(CO)cc3)O2)CC1 | -13 | 11 | 1.3 | -0.9 | -13 | -6 | x | -8 | 9 | 4 | -18
Cc1ccc(Cn2c(O)c(N=NC(=S)Nc3ccccc3F)c3cc(S(=O)(=O)N4CCOCC4)ccc32)cc1 | 4 | 26 | -3.0 | 0.5 | -10 | -14 | 2 | -2 | x | 7 | -46
Cn1c(N)c(C(=O)COC(=O)COc2cccc(Br)c2)c(=O)n(C)c1=O | -7 | -5 | -0.1 | 1.5 | -7 | -17 | -10 | -4 | -3 | -1 | 5
CCN(C(=O)COC(=O)c1cc2ccccc2cc1O)C1CCS(=O)(=O)C1 (centres undefined) | -12 | 1 | 0.7 | 0.1 | -5 | 3 | 1 | -2 | -4 | 8 | -13
O=C(NCCNCCO)C1(C(F)(F)F)C/C(=C\CCO)CCCO1 (centres undefined) | -1 | -4 | -2.6 | 2.5 | -13 | -3 | x | 2 | -4 | 9 | 7
COc1ccc(C(=O)NCc2cccnc2)cc1S(=O)(=O)N1CCOCC1 | -5 | 4 | -1.1 | -1.0 | -6 | 4 | 3 | -4 | 8 | -7 | -10
O=C(Cn1c(=S)[nH]c2ccccc21)c1ccccc1 | 9 | 3 | -0.4 | 0.2 | -10 | 6 | -3 | 1 | 9 | 3 | 9
COc1ccc(OC)c(NC(=O)C2CC(=O)N(Cc3ccco3)C2)c1 (centres undefined) | -5 | -5 | 0.6 | 0.2 | 0 | 2 | 0 | -1 | x | -3 | -15
CCOc1ccc(C(=O)NCCN2CCOCC2)cc1 | -8 | -1 | 0.8 | -0.9 | -3 | -3 | -3 | -1 | 10 | -3 | 15
Cc1ccc(CNCCCn2cnc(C(=O)Nc3ccc(C)c(C)c3)n2)o1 | 13 | -7 | -0.8 | -1.9 | -4 | 0 | x | 2 | x | 0 | 9
Cc1ccc(N2C(=O)c3oc4ccccc4c(=O)c3C2c2cccc(O)c2)nc1 (centres undefined) | 6 | -4 | -0.3 | 3.7 | -2 | -2 | x | -2 | -9 | -1 | -20
O=c1[nH]c2ccc(Br)cc2c(-c2ccccc2)c1N1CCOCC1 | 2 | -4 | 0.1 | -0.6 | 5 | -9 | x | -3 | 9 | -8 | 11
O=C(O)c1c[nH]c2ccc(S(=O)(=O)N3CCN(c4ccc(F)cc4)CC3)cc2c1=O | -12 | -3 | 1.2 | 2.3 | -2 | 3 | 2 | 3 | 4 | -2 | -8
c1cncc(-c2nnc(SCc3nc4ccccc4[nH]3)o2)c1 | -11 | 4 | 0.1 | 0.2 | -14 | -6 | x | -6 | -5 | -2 | 31
CC(C)(C)c1ccc(S(=O)(=O)NCC2CCCO2)cc1 (centres undefined) | -13 | 3 | 1.0 | 3.9 | -11 | -6 | -3 | -3 | 8 | -1 | -45
